TDP2 absorb: blocks human TDP2 phosphodiesterase activity | O95551 | actives 0.34% (n = 370,000) | recombinant TDP2, T5PNP hydrolysis, p-nitrophenol absorbance 415 nm | inhibition, % at 12.8 µM;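 active = inhibition above the mean of all tested compounds plus 3 SD, set per campaign, cut at about 25% in these data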;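 note: 0% = DMSO with enzyme and 100% = buffer with substrate but no TDP2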
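Material: recombinant human TDP2; quantity: TDP2 enzyme at 120 nM final; medium: Tris-HCl pH 7.5 with MgCl2; compound: single concentration, 12.8 µM nominal, with 1% DMSO; incubation: 2 h enzyme incubation at 37 °C; signal: epi absorbance; measure: percent inhibition; benchmarks: high control without enzyme, low control DMSO plus TDP2; repeats: singlicate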
TCR-CD3 inh: inhibitors of human TCR-CD3 interaction | TAMRA-labeled TCR probe fluorescence, biochemical | inhibition, % at 9.4 µM | actives 0.37% (n = 360,000) | AID 651800; in the data active = inhibition above about 19%;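 note: recombinant mutant TCR 2C K166C tagged with TAMRA read by polarization; 0% = receptor in buffer alone and 100% = receptor with positive control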
PRMT1 inh: inhibitors of human PRMT1; recombinant PRMT1, activity-based probe fluorescence polarization; Q99873; AID 652257; inhibition, % at 2.79 µM; actives 1.3% (n = 370,000);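 active = inhibition above about 21% made by adding two undisclosed values, limit read from the data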
LEDGF integ inh: blocks HIV-1 LEDGF/p75-dependent DNA integration; AID 743269; actives 0.64% (n = 370,000); TR-FRET IN-LEDGF/p75 DNA integration, Eu/Cy5; inhibition, % at 3.7 µM;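 active = inhibition above the screen-wide mean plus 3 SD, cut at about 13% in these data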;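 note: signal is the Cy5 over europium emission ratio at 671 and 618 nm; 0% = plate median of compound wells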
DDE Tn7 FP inh: DD(E)-Tn7 binding inhibition, primary FP screen | P02675 | FP displacement of FITC-Tn7 peptide from fibrin DD(E); 0% = median of compound wells per plate | inhibition, % at 8.3 µM | actives 0.13% (n = 370,000);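 active = inhibition above the mean of compounds falling within the control limits plus 3 SD of them, cut at about 14% in these data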;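 note: 0% = plate median of compound wells and 100% = 10 µM Aha-Tn7 peptide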
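Measure: % inhibition scaled between sample-field median and high-control FP; Test system: human fibrin DD(E); Quantity: 2 µM final DD(E) protein; Doses: one dose, 8.3 µM nominal; Schedule: compound with protein 10 min, then 3 h after probe, room temperature; Detection: fluorescence polarization; Medium: Tris buffer with calcium and detergent, pH 7.8.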
proKLK7 act: proKLK7 (human) activation, primary screen; AID 652039; P49862; purified proKLK7, EDANS-DABCYL substrate fluorescence; 100% is mature enzyme control, 0% vehicle; actives 0.9% (n = 370,000); activation, % at 7 µM;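 active = activation above the mean of all tested compounds plus 3 SD, computed per campaign excluding outliers beyond control limits, cut at about 13% in these data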
Target sequence (P49862 whole entry, looked up): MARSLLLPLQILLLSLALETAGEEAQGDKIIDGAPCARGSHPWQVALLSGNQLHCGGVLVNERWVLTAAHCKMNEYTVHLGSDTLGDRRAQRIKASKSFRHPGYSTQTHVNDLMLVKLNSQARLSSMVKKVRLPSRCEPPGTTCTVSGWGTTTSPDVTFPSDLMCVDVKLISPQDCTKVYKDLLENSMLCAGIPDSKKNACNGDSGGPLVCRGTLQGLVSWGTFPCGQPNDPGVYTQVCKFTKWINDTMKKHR
DDE Tn6 FP inh: inhibitors of Tn6 peptide binding to human fibrin DD(E); P02675; Fibrin DD(E) TRITC-Tn6 fluorescence polarization displacement; AID 720509; actives 0.21% (n = 370,000); inhibition, % at 8.3 µM;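 active = inhibition above a per-campaign cutoff: mean of compounds within control limits plus 3 SD, cut at about 15% in these data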;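 note: 0% = median of all compound wells on the plate and 100% = blocking peptide control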
SIAE inh: blocks human sialic acid acetylesterase; SIAE FP-Rh probe binding, fluorescence polarization; inhibition, % at 9.66 µM; actives 0.69% (n = 370,000); AID 1053197;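 active = inhibition above a cutoff: mean of compounds within the control limits plus 3 SD of those, cut at about 17% in these data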;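 note: 0% = plate median of compound wells and 100% = probe without SIAE protein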
MBD2 inh: MBD2-methylated oligo binding inhibition; TR-FRET, MBD2 binding to methylated oligonucleotide; inhibition, % at 4.4 µM; actives 0.31% (n = 370,000); AID 686964; in the data active = inhibition above about 13%
UHRF1 MBD2 ctr: blocks human UHRF1 binding to methylated DNA | Q96T88 | inhibition, % at 4.4 µM | actives 0.75% (n = 370,000) | UHRF1 binding to methylated oligo, TR-FRET; in the data active = inhibition above about 21%;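 note: UHRF1 SRA domain binding a hemimethylated CpG hairpin DNA probe; 0% = median of test compound wells and 100% = reference inhibitor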
Target sequence (Q96T88 whole entry, looked up, the tested form may be a part): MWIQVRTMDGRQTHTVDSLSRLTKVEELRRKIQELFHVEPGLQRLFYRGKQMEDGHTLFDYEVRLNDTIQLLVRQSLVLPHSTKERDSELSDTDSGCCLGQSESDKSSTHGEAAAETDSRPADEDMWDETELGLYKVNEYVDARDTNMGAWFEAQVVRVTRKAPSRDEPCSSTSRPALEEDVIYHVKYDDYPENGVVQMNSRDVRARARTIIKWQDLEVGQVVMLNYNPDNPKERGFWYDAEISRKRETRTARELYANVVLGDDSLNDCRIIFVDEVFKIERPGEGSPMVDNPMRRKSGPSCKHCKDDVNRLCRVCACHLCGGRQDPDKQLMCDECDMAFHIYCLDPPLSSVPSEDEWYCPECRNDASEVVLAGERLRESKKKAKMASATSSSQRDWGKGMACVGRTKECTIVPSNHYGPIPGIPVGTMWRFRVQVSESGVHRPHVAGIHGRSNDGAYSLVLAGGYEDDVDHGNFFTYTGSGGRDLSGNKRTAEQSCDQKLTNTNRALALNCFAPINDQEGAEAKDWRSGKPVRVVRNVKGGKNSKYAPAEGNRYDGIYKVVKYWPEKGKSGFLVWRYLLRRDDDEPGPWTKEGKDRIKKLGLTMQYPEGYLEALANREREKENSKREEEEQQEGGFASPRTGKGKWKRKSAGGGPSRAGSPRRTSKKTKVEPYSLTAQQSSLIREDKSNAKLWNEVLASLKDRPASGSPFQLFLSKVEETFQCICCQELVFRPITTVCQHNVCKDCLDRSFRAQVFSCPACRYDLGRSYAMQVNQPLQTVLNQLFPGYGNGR
Starred values were filed as active, the others as inactive; . = no result given.

SMILES	TDP2 absorb	TCR-CD3 inh	PRMT1 inh	LEDGF integ inh	DDE Tn7 FP inh	proKLK7 act	DDE Tn6 FP inh	SIAE inh	MBD2 inh	UHRF1 MBD2 ctr
CCCC(=O)N1CCC1(C)C(=O)Nc1ccccn1 (stereo not drawn)	-4	4	-1	0	-5	0.1	2	10	-4	2
OC[C@H]1NC[C@@H](O)[C@@H]1O	-12	2	-2	3	-4	0.4	10	-13	0	-1
Cc1cccc(/C=N/N(CCO)C2=NS(=O)(=O)c3ccccc32)c1	7	-4	-4	-1	0	0.6	1	2	-4	-1
COc1ccccc1Nc1nc2ccc(C)cc2cc1C#N	5	3	0	0	-2	-0.7	0	-2	7	1
COC(=O)C1=C(C)N(c2ccc(OC)cc2)C(C)=C(C(=O)OC)C1c1ccccc1	6	0	3	-1	2	0.9	4	2	8	0
OCCN(Cc1ccccc1)Cc1cccc(F)c1	-3	5	-2	-1	-6	0.5	1	5	2	-1
OCc1ccccc1-c1ccc2nccn2c1	6	2	4	-3	4	-6.7	2	-1	0	-4
O=C(CN1C(=O)C2CCCCC2C1=O)OCC(=O)c1ccc(F)cc1 (stereo not drawn)	1	-8	0	-5	1	0.2	2	0	2	1
CCOC(=O)c1sc(=S)n(-c2ccc3c(c2)OCO3)c1N	8	0	1	-2	0	0.3	8	1	1	-3
O=C(O)CC1CC(O)CCC1=O (stereo not drawn)	-4	-1	4	-1	4	-0.6	-4	-5	28*	4
COc1cc(C(=O)NCc2nc(C)cs2)ccc1OC1CCN(C(C)=O)CC1	3	-1	0	0	4	0.2	3	0	1	0
FC(F)(F)c1ccc(NC(=S)NC2CCCCC2)cc1	-4	4	-2	-3	-2	0.1	3	7	-2	-2
CCOC(=O)c1ccc(NC(=O)c2c(N)n(Cc3ccccc3)c(=O)[nH]c2=O)cc1	-9	6	-3	1	3	0.9	5	2	-3	-1
O=C(NCc1ccco1)Nc1nnc([C@H]2C[C@H](O)[C@@H](CO)O2)s1	8	2	0	-2	2	-0.6	-2	0	-6	-1
O=C1CN(C(=O)c2cccc([N+](=O)[O-])c2)CC(=O)N1	-3	-6	4	-4	6	-0.7	-3	3	0	3
CN(C)S(=O)(=O)c1cccc(NC(=O)COC(=O)c2cc(=O)c3ccccc3o2)c1	-7	-10	5	4	-5	0.0	-3	0	7	6
COc1ccc(OC)c(/C=N\NC(=O)c2ccc(COc3ccc(C)cc3[N+](=O)[O-])o2)c1	-7	4	0	-1	4	-0.9	1	0	5	-1
COc1cc(/C=C2\SC(=Nc3ccc(Cl)c(C(=O)O)c3)NC2=O)c(Br)c(Br)c1O	6	-10	-5	0	-28	-0.2	-11	-93	-11	-5
CN1c2ccccc2Oc2nnc(N3CCN(Cc4ccccc4)CC3)cc21	-9	11	-4	1	4	4.6	-3	-3	-5	-1
O=C(NCc1ccc(OC(F)(F)F)cc1)c1ccc2c(c1)S(=O)(=O)c1ccccc1C2=O	8	-6	-1	-1	-5	-0.2	-3	8	-1	3
CCOC(=O)C1=C(C)OC(N)=C(C#N)C1c1cc(SCC)oc1C (stereo not drawn)	0	8	-1	3	0	1.0	3	19*	-7	-2
CN(c1ccccc1)c1ccc(/C=C(\C#N)c2nnc3n2CCCCC3)cc1[N+](=O)[O-]	-5	-2	4	-1	2	-0.6	-2	-3	0	-1
N=C1c2ccccc2CN1NC(=O)c1cccc(S(=O)(=O)N2CCCCC2)c1	-15	-1	6	-2	0	0.6	-1	-8	5	7
CC(=O)N1[C@H](C)C=C[C@]1(Cc1ccccc1)C(=O)NCCN1CCOCC1	-1	-1	-2	-2	-1	0.3	4	2	-2	-1
c1ccc(-c2nnc(-c3ccncc3)nc2-c2ccccc2)cc1	-1	3	1	-2	4	0.5	-5	2	-4	-2
Cc1cc(=O)oc2cc(NC(=O)CN3C(=O)NC(C)(c4ccccc4)C3=O)ccc12 (stereo not drawn)	-1	-1	2	-1	0	5.1	-9	-7	0	-1
O=C(COC(=O)c1ccc2ccccc2c1)NCCCc1ccccc1	-7	-6	1	-2	6	0.9	3	7	-2	2
C=CCC[C@@H](Cc1ccc(F)cc1)C(=O)OC[C@H]1CCCN1C(=O)[C@@H](CC=C)CC(=O)N[C@H](CO)Cc1ccccc1	-8	7	2	-2	2	0.0	-5	2	-2	-2
CCn1c(C(=O)N2CCC(C(=O)N3CCN(c4ccccn4)CC3)CC2)cc2sccc21	-3	-5	0	0	-7	0.0	-10	7	-2	0
CNc1snc(C)c1C(=O)OC(C)C(=O)Nc1ccccc1 (stereo not drawn)	8	6	-5	1	6	0.0	2	-5	1	6
CCOc1ccc(CCNC(=O)CSc2cc(=O)n(C)c3ccc(Cl)cc23)cc1OCC	-2	0	0	-1	2	0.0	12	-3	-6	-3
O=C(C1CCCN(c2ncnc3c2nc2n3CCCCC2)C1)N1CCN(c2ccccc2)CC1 (stereo not drawn)	-2	4	2	1	2	-0.7	-1	2	-1	1
O=C(NCc1ccco1)C12CC3CC(CC(C3)C1)C2	-14	-3	8	2	5	-0.1	-1	-2	2	4
CCOCCCNC(=O)Cn1cc2c(n1)-c1c(oc(C(=O)N3CCCC3)c1C)CC2	38*	-10	7	2	6	0.9	2	5	0	7
Cn1c(=O)n(C)c2cc(N3CCOCC3)c(NC(=O)c3cccc(Cl)c3)cc21	1	6	1	-2	3	0.0	-2	3	1	-4
Cc1ccc(NC(=S)N/N=C2\CC3CC=CC23)c(C)c1 (stereo not drawn)	7	-5	2	-3	2	-0.2	-3	5	2	-4
COC(=O)[C@]12C[C@H](CC(=O)N3CCCCC3)C(=O)N(Cc3cccc4ccccc34)C1=C[C@H](C(C)C)O[C@@H]2C1CC1	3	.	-7	2	-2	1.2	3	4	-1	0
N=C1C(=O)NC(=O)C1c1ccccc1 (stereo not drawn)	10	5	-3	2	3	0.5	0	-1	-8	-1
O=C(O)CCC(=O)N1CCc2cc(S(=O)(=O)NC3CCCC3)ccc21	2	3	-1	2	0	0.1	2	-2	1	1
COc1ccc(C(CNc2ccc(C(F)(F)F)cn2)N(C)C)cc1OC (stereo not drawn)	-3	4	-4	1	12	0.0	-4	5	3	1

Given with two lines to a compound: part of the list above
Fields: TDP2 absorb | TCR-CD3 inh | PRMT1 inh | LEDGF integ inh | DDE Tn7 FP inh | proKLK7 act | DDE Tn6 FP inh | SIAE inh | MBD2 inh | UHRF1 MBD2 ctr
- O=C(C1CCCN(c2ncnc3c2nc2n3CCCCC2)C1)N1CCN(c2ccccc2)CC1 (stereo not drawn)
 : -2 | 4 | 2 | 1 | 2 | -0.7 | -1 | 2 | -1 | 1
- O=C(NCc1ccco1)C12CC3CC(CC(C3)C1)C2
 : -14 | -3 | 8 | 2 | 5 | -0.1 | -1 | -2 | 2 | 4
- CCOCCCNC(=O)Cn1cc2c(n1)-c1c(oc(C(=O)N3CCCC3)c1C)CC2
 : 38* | -10 | 7 | 2 | 6 | 0.9 | 2 | 5 | 0 | 7

Continued:
SMILES	TDP2 absorb	TCR-CD3 inh	PRMT1 inh	LEDGF integ inh	DDE Tn7 FP inh	proKLK7 act	DDE Tn6 FP inh	SIAE inh	MBD2 inh	UHRF1 MBD2 ctr
O=C(Cn1cc(C(F)(F)F)ccc1=O)N/N=C/c1ccc(F)cc1	-8	-3	4	-3	1	0.2	2	-2	-3	0
CCNC(=O)C1CCCN(Cc2cc(-c3ccccc3)on2)CC1 (stereo not drawn)	-5	-7	-3	3	-11	-0.2	-10	4	-4	1
Cc1ccc(CNC(=O)CC2(CC3=NS(=O)(=O)c4ccccc4N3)CCCC2)cc1	6	1	-3	0	-1	-0.1	0	-1	-5	0
Cc1sc2nc(SCc3nc(-c4cccs4)no3)n(-c3ccccc3)c(=O)c2c1C	-8	-3	3	-9	-4	-0.3	1	-20	1	4
COc1ccc(-c2cn3cccnc3n2)cc1F	3	5	5	-4	-3	64*	-4	-3	4	1
N#Cc1ccc(OCC(O)CS(=O)(=O)c2ccccc2)cc1 (stereo not drawn)	2	3	-6	2	-6	0.2	4	-5	-5	2
COc1cc2c(cc1NC(=O)Nc1ccccc1)oc1ccccc12	-14	-4	-1	-2	-2	-2.5	-27	-8	-3	1
CCOC(=O)/C=C/C(=O)OCC(=O)Nc1ccc([N+](=O)[O-])cc1	5	3	2	2	4	0.2	2	-3	-3	-1
CC(C(=O)NC(C)(C)C)n1c(-c2ccccc2)nc2ccccc21 (stereo not drawn)	6	-2	-1	-1	1	0.3	3	-1	1	0
c1ccc2sc(Sc3ncnc4sccc34)nc2c1	7	2	9	0	-7	-0.9	-2	-5	-4	-4

Arranged by value in DDE Tn6 FP inh (lowest first): three from the list above
SMILES	TDP2 absorb	TCR-CD3 inh	PRMT1 inh	LEDGF integ inh	DDE Tn7 FP inh	proKLK7 act	DDE Tn6 FP inh	SIAE inh	MBD2 inh	UHRF1 MBD2 ctr
COc1cc2c(cc1NC(=O)Nc1ccccc1)oc1ccccc12	-14	-4	-1	-2	-2	-2.5	-27	-8	-3	1
COc1ccc(-c2cn3cccnc3n2)cc1F	3	5	5	-4	-3	64*	-4	-3	4	1
Cc1ccc(CNC(=O)CC2(CC3=NS(=O)(=O)c4ccccc4N3)CCCC2)cc1	6	1	-3	0	-1	-0.1	0	-1	-5	0

Further results.
SMILES	TDP2 absorb	TCR-CD3 inh	PRMT1 inh	LEDGF integ inh	DDE Tn7 FP inh	proKLK7 act	DDE Tn6 FP inh	SIAE inh	MBD2 inh	UHRF1 MBD2 ctr
O=C(Nc1ccccc1)O/N=C1\CCCCC1c1ccc([N+](=O)[O-])cc1[N+](=O)[O-] (stereo not drawn)	-6	11	0	3	-3	0.0	3	5	-3	-2
O=C(C1=C[C@H](c2coc3ccccc3c2=O)C[C@H](OCCCCO)O1)N1CCOCC1	11	7	-1	0	6	1.7	-2	7	0	-1
Cn1cnc(S(=O)(=O)N2CCCC(c3cc(C(=O)Nc4ccc(F)c(Cl)c4)no3)C2)c1 (stereo not drawn)	1	7	2	-4	6	0.2	-3	-1	1	-2
Cc1cccc(NC(=O)N2CCC(N(C)CCC(C)C)CC2)c1	4	.	2	-3	-5	0.0	5	-3	1	-1
Cc1ccc(/C=N/NC(=O)CSc2nc3ccccc3n2Cc2ccc(Cl)cc2)o1	-4	-2	-2	2	-10	0.3	-4	-8	-5	9
COc1cccc2oc3ccc(C#Cc4ccccn4)cc3c(=O)c12	-5	1	0	3	-5	-53	-15	-19	-4	0
Cc1sc2nc(CN(Cc3cccs3)C(=O)NC3CCCCC3)[nH]c(=O)c2c1C	-3	7	-2	-1	-7	0.0	-11	2	4	19
CCN(CC)S(=O)(=O)c1cccc(NC(=O)C2SC(=Nc3ccc(C)cc3C)C(C(=O)NCC3CCCO3)=C2N)c1 (stereo not drawn)	-11	-5	0	-2	-5	0.5	-1	-12	3	-1
COC(=O)c1c(SCc2cccc3ccccc23)nc(=O)[nH]c1C	2	4	-3	-1	4	0.3	1	-7	-1	-1
N#Cc1c(NC(NC(=O)c2ccco2)C(=O)c2ccccc2)sc2c1CCCC2 (stereo not drawn)	-13	5	23*	-3	6	-0.2	1	-3	-2	-4
Cc1cccc(COC[C@H](CC(C)C)N2CCN(C(=O)c3ccc(C(F)(F)F)cc3)CCC2=O)c1	-5	-5	2	-1	7	0.0	-2	0	2	0

Compound activity (PubChem BioAssay)
